# Scp1 inh = Scp-1 phosphatase inhibitors, primary screen, biochemical, colorimetric, uHTS; Carboxy-terminal domain RNA polymerase II polypeptide A small phosphatase 1 (Homo …; Recombinant Scp1, phosphopeptide, malachite green phosphate absorbance; inhibition, % at 20 µM; 0.88% of 340,000 active; AID 493091, 2011;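 active means inhibition above about 50% at 20 µM, limit read from the data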;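 further: plate controls were DMSO wells with enzyme for no effect and wells lacking enzyme for full effect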
# Target sequence (Q9GZU7 76-261 limits assumed): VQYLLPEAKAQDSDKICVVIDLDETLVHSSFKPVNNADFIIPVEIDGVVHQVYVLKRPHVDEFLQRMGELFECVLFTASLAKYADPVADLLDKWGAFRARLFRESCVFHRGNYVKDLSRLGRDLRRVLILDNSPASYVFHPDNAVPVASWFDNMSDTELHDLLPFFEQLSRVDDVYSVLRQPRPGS
#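 Assay system: SCP-1 catalytic fragment, aa 76-261 | Buffer or medium: Tris acetate buffer pH 5.5 with MgCl2 and Tween-20 | Compound: One concentration, 20 µM, with 1.0% DMSO | Also added: Phospho 17-mer peptide substrate | Signal: Absorbance at 630 nm | Incubation: 45 min enzyme reaction at room temperature | Measure: % inhibition of SCP-1 phosphate liberation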
# DNMT1 inh = human DNMT1 methyltransferase inhibitors, primary screen, biochemical, molecular beacon, fluorescence, HinP1I cleavage, uHTS; DNA (cytosine-5)-methyltransferase 1 (Homo sapiens), P26358; inhibition (reported as % activation of signal), % at 10 µM; 0.83% of 360,000 active; in the data active means inhibition above about 50%
# SUMO1-SIM PPI = modulators of SUMO1 protein-protein interactions, primary screen, biochemical, uHTS; 0.33% of 360,000 active; AID 602429, 2012; inhibition, % at 20 µM; Small ubiquitin-related modifier 1 (Homo sapiens), P63165; SUMO1 binding to a labelled peptide, TR-FRET, 1 h; in the data active means inhibition above about 37%
# Target sequence (P63165 whole entry, looked up): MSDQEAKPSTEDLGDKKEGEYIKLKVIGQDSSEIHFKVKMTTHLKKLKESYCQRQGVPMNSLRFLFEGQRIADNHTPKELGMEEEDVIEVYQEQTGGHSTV
# SKN-1 block = suppressors of acrylamide-induced Pgst-4::GFP reporter in worms, primary screen, SKN-1 inhibitor project, whole organism, uHTS, GFP/RFP fluorescence ratio, strain VP596; C. elegans VP596 Pgst-4::GFP/RFP ratio, 24 h; inhibition, % at 21.8 µM; 0.49% of 360,000 active; AID 624304, 2012;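 active means interference check ratio from 0.5 to 1.5 plus GFP to RFP signal ratio inhibition reaching or exceeding a fixed threshold, cut at about 30% in these data, passing the limit was not always enough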; further: some compounds called inactive have numbers as strong as hits
# CendR NRP1 mod = modulators of CendR peptide binding to NRP-1, primary screen, biochemical, fluorescence polarization, uHTS | FAM-RPARPAR peptide binding to NRP-1 | inhibition, % at 25 µM | 0.85% of 360,000 active | AID 602438, 2012;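 active means inhibition or corrected inhibition above about 18%, plus a signal ratio from 0.5 to 1.5, limit read from the data, passing the limit was not always enough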; further: strong numbers were not always called active
# NadD inh = inhibitors of S. aureus NadD, primary screen, biochemical, colorimetric, uHTS | Nicotinate-nucleotide adenylyltransferase NadD (Staphylococcus aureus N315) | purified NadD enzyme, colorimetric absorbance read-out | inhibition, % at 20 µM | 0.78% of 360,000 active | AID 602399, 2012; in the data active means inhibition above about 26%; further: some compounds past the cut are filed as inactive
# LMPTP inh = LMPTP phosphatase inhibitors, primary screen, biochemical, fluorescence intensity, uHTS. inhibition, % at 20 µM. 0.22% of 360,000 active. recombinant LMPTP-A, OMFP fluorogenic substrate. Low molecular weight phosphotyrosine protein phosphatase (Homo sapiens), P24666;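 active means compounds that cut the enzyme signal by at least half of the control window in the single-dose screen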;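 further: plate controls were DMSO wells with enzyme plus substrate for no effect and substrate without enzyme for full effect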
# Target sequence (P24666 whole entry, looked up): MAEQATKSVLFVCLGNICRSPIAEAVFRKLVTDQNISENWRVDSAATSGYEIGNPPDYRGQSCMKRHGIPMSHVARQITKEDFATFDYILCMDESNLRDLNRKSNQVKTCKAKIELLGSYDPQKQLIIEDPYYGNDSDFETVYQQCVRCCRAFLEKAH
#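 Assay system: LMPTP-A, protein tyrosine phosphatase of low molecular weight / Medium: pH 6.0 Bis-Tris buffer with DTT and Triton X-100 / Schedule: 50 min enzyme reaction at room temperature, protected from light / Measured by: endpoint fluorescence intensity from OMFP dephosphorylation / Read-out basis: % inhibition relative to no-enzyme and uninhibited control wells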
# STEP inh = STEP phosphatase inhibitors, primary screen, biochemical, fluorescence intensity, uHTS; recombinant STEP, OMFP fluorogenic substrate; inhibition, % at 20 µM; 0.25% of 360,000 active; AID 588621, 2011;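 active means inhibition at 20 µM, scaled per plate between control wells, above about 37%, limit read from the data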;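 further: 0% = DMSO with enzyme and substrate and 100% = substrate only without enzyme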
# Target sequence (P54829 whole entry, looked up): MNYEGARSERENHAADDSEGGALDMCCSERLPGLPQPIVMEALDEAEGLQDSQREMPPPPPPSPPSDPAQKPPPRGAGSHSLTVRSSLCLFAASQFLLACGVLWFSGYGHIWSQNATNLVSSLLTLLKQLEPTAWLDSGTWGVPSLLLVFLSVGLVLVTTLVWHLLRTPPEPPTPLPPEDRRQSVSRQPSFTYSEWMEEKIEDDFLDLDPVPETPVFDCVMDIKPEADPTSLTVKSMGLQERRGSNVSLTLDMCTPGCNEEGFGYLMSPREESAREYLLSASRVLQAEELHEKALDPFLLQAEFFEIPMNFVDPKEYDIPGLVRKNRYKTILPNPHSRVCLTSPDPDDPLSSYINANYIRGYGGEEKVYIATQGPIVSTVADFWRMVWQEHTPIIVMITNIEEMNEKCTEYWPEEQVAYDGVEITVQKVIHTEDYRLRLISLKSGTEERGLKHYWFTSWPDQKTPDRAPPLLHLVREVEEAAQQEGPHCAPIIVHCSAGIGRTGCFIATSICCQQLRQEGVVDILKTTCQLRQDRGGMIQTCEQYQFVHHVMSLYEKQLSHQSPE
#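 Assay system: isolated STEP enzyme. Buffer or medium: pH 6.0 Bis-Tris with DTT and Tween 20. Also added: fluorogenic phosphatase substrate OMFP at 25 µM final. Dosing: 20 µM, 1% DMSO. Timing: 20 min reaction, room temperature, in the dark. Measured by: fluorescence intensity, excitation 480 nm, emission 540 nm. Evaluation: normalized % inhibition.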
# Neddyl block = inhibitors of cullin neddylation, primary screen, biochemical, TR-FRET, uHTS, NAE and Ubc12; calls only at 25 µM; 0.58% of 360,000 active; in the data active means inhibition above about 36%
# Tb MetRS inh = T. brucei MetRS inhibitors, primary screen, biochemical, luminescence; purified T. brucei MetRS, ATP depletion, Kinase-Glo luminescence; 0.4% of 360,000 active; inhibition, % at 11.9 µM; AID 624268, 2012; methionyl-tRNA synthetase (Trypanosoma brucei brucei);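 active means inhibition above a per-plate cutoff of the control wells' mean inhibition plus 3 SD, cut at about 5.5% in these data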;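 further: 0% = DMSO wells median and 100% = median of wells with control inhibitor compound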
#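 Material: T. brucei methionyl-tRNA synthetase, purified; reagent: substrates ATP, L-methionine and bulk Escherichia coli tRNA; dosing: 11.9 µM single point; timing: 15 min plus 2 h at 25 °C; detection: luminescence of leftover ATP; evaluation: % inhibition; control set: DMSO-only wells as low control; replicates: singlicate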
# Numbers without * were called inactive; i = inactive; . = not tested or not shown.
SMILES,Scp1 inh,DNMT1 inh,SUMO1-SIM PPI,SKN-1 block,CendR NRP1 mod,NadD inh,LMPTP inh,STEP inh,Neddyl block,Tb MetRS inh
Cc1ccc(C(=O)N/C(=C\c2cccnc2)C(=O)N2CCCC2)cc1,4,1,4,0,-2,-2,-0.6,-2,i,-0.8
CNc1nc(=S)[nH]c2ccccc12,0,2,1,9,4,-3,-2.7,2,i,0.9
COc1cccc(Nc2ncnc3sc(C)cc23)c1,0,-1,1,16,6,-1,1.3,-1,i,0.1
Cc1ccccc1CN1C(=O)CS/C1=N/N=C/c1ccco1,4,-4,-9,4,29*,-11,1.4,-5,i,0.2
CC(=O)Oc1cc2c(C(=O)NCCCN3CCOCC3)c(C)oc2c2ccccc12,-12,-8,-2,2,-6,2,0.1,0,i,-0.1
O=C(Nc1cc(Cl)ccc1-n1cncn1)c1cc(F)cc(F)c1,-5,0,-6,-10,-13,-5,0.3,-2,i,-0.5
COc1ccc(CNC(=O)c2ccc(NS(=O)(=O)c3ccc4[nH]c(=O)[nH]c4c3)cc2)cc1OC,-8,2,9,3,5,3,0.0,2,i,-0.3
CCc1nn(-c2ccccc2)c(N)c1C#N,-5,-1,1,-8,0,1,-1.8,-1,i,-0.4
CC(=NNC(=O)C(C)SC(C)C(=O)NN=C(C)c1cccnc1)c1cccnc1 (stereo unspecified),-10,0,2,-14,13,-6,-4.7,-2,i,-0.3
CCCn1c(SCC(=O)Nc2cc(Cl)ccc2OC)nc(O)cc1=O,-5,0,2,14,-1,6,-1.1,0,i,-0.4
NC(=O)CN(c1ccccc1)C1SC(=O)N(Cc2ccccc2)C1=O (stereo unspecified),-3,6,7,2,8,-1,-1.1,-2,i,-0.1
Cc1csc(=N)n1CC(=O)N1CCc2ccccc21,-2,-5,-1,1,-4,-8,-0.4,-5,i,-1.0
Cc1ccc(NC(=O)C(C)N2C(=O)c3ccccc3C2=O)cc1 (stereo unspecified),-6,1,0,15,27*,-7,0.8,2,i,-0.5
COc1ccccc1N(C)S(=O)(=O)c1ccc(C(=O)N(C)Cc2ccc(OC(F)F)cc2)cc1,-8,-1,6,11,4,-7,1.6,0,i,-0.1
O=[N+]([O-])c1sccc1CS(=O)(=O)c1ccccc1,-4,1,-34,3,-6,-3,-0.6,-1,i,-0.3
CC(=O)Nc1ccc(Oc2sc(C(=O)c3ccccc3)c(N)c2C#N)cc1,-8,-2,-22,-5,3,-3,1.8,4,i,0.1
CCC(C(=O)NCc1ccc(F)cc1)N(CCc1ccccc1)C(=O)c1snc(C(N)=O)c1N (stereo unspecified),-3,2,-9,12,6,-8,2.3,0,i,-0.7
Cc1c(C(C)NC(=O)Nc2ccc(F)cc2F)cnn1C (stereo unspecified),-3,-3,2,11,-2,-2,-1.4,1,i,-1.5
Cc1ccc(C(=O)N2CCN(c3ccccc3F)CC2)cc1S(=O)(=O)N1CCOCC1,10,3,5,-9,5,-1,-0.8,1,i,-1.1
CCN(CC)S(=O)(=O)c1cc(NC(=O)CCc2c(C)noc2C)ccc1C,-4,-3,1,18,19,1,-0.8,0,i,0.0
O=C(NC1CCCC1)c1ccc2nc[nH]c2c1,-2,-6,-1,12,1,-8,-2.0,-3,i,-0.6
Cc1cc(NC(=O)COC(=O)c2cc([N+](=O)[O-])ccc2N2CCOCC2)ccc1Br,-15,-1,-22,17,8,1,3.1,1,i,-0.5
COc1cccc(C(=O)N[C@@H](C)C(=O)N2CCC3(CC2)NCCc2[nH]cnc23)c1,-6,2,-1,10,0,-8,-1.3,3,i,-0.2
CC(NC(=O)C(c1ccccc1)c1ccccc1)C(=O)O (stereo unspecified),-2,-2,0,9,5,-2,-1.3,0,i,-0.1
CCOc1cc(S(=O)(=O)Nc2ncn[nH]2)ccc1Br,-7,1,4,3,4,1,0.4,0,i,0.3
CN(C(=O)C1CCN(S(=O)(=O)c2ccccc2)CC1)c1c(N)n(Cc2ccccc2)c(=O)[nH]c1=O,-1,-1,-6,11,2,4,-0.3,-2,i,-0.5
COc1cc(C(=O)N2CCN(C(=O)c3cc(-c4ccccc4)n[nH]3)CC2)cc(OC)c1OC,-1,-1,-2,-2,16,-2,-0.9,-3,i,-0.4
COc1cccc(C(c2nnnn2C(C)(C)C)N2CCN(C3CCCCC3)CC2)c1OC (stereo unspecified),7,-2,-4,-2,-10,-3,-0.4,-2,i,-0.6
Nc1ccc(-c2nnn(CC(=O)N3CCCCC3)n2)cc1,2,2,-1,-7,14,-1,-0.3,-2,i,0.2
CCOc1ccccc1OCC(=O)Nc1cc(S(=O)(=O)N2CCCCC2)ccc1N1CCN(CC)CC1,39,-1,6,-9,-12,5,-0.2,2,i,-0.2
CC(C)(C)OC(=O)C[C@H]1C/C=C\C[C@@H](CC(=O)N(CCO)Cc2ccccc2)C(=O)N[C@H](Cc2ccccc2)COC1=O,-2,3,1,-12,-4,1,0.9,7,i,-0.2
COc1ccc(CN(C)C(=O)C2CSC3(C)CCC(=O)N23)c(OC)c1 (stereo unspecified),.,-2,-12,-8,7,5,-8.6,1,i,-0.1
CCC1CCCCN1CCCNC(=O)C(C)n1nc(C)c2sc3ccccc3c2c1=O (stereo unspecified),-1,-1,-6,19,7,-1,-0.6,-2,i,0.2
CC(=O)Nc1c(C)cc(OCC(=O)O)cc1C,4,6,4,-1,-1,-4,-0.9,-2,i,0.0
Cc1ccnc(NC(=O)CNC(=O)COc2ccccc2)c1,4,-1,0,-7,-1,-4,-1.2,-2,i,-0.5
CCn1c2ccccc2c2nnc(SCC(N)=O)nc21,-1,-1,-10,1,8,-4,-0.6,2,i,-0.6
CCCN1CCN(CCCNC(=O)c2ccc(NC(=O)C3=C(C)OCCS3)cc2)CC1,-6,-2,-22,16,8,-6,-2.9,-3,i,-0.3
CC(=O)c1ccc(NCCC(=O)c2ccccc2)cc1,-5,-2,6,-9,0,-2,1.0,1,i,-0.3
COc1cc(Cc2nccc3cc(OC)c(OC)cc23)c(S(=O)(=O)O)cc1OC,-12,-7,9,-8,8,-5,-1.6,-1,i,-1.0
Cc1ccc(S(=O)(=O)N2CCN(C(=O)c3cccs3)CC2)cc1C,-7,2,-1,9,-3,-7,-0.2,-2,i,0.2

# Next section, starting with the last 2 of the part before.
SMILES,Scp1 inh,DNMT1 inh,SUMO1-SIM PPI,SKN-1 block,CendR NRP1 mod,NadD inh,LMPTP inh,STEP inh,Neddyl block,Tb MetRS inh
COc1cc(Cc2nccc3cc(OC)c(OC)cc23)c(S(=O)(=O)O)cc1OC,-12,-7,9,-8,8,-5,-1.6,-1,i,-1.0
Cc1ccc(S(=O)(=O)N2CCN(C(=O)c3cccs3)CC2)cc1C,-7,2,-1,9,-3,-7,-0.2,-2,i,0.2
COC(=O)CCCNC(=O)c1ccc2[nH]c(C)c(C)c2c1,-3,5,3,3,-1,-2,-1.1,0,i,-0.4
O=C(Nc1ccc(NC(=O)c2ccc(Cl)cc2Cl)cc1)c1ccc2c(c1)OCO2,-12,21,0,29,6,3,-1.9,2,i,-0.6
N#C/C(=C\c1cn(CC(=O)N2CCCCC2)c2ccccc12)C(=O)NCc1ccc2c(c1)OCO2,-5,-5,-11,9,-18,8,2.5,-1,i,-0.6
Cc1cc(/C=C(/C#N)C(=O)O)c(C)n1-c1cccc2ccccc12,-9,-1,0,9,-10,0,0.3,4,i,-0.2
Oc1ccc(N=Cc2ccc(OCc3ccccc3)cc2)cc1,-11,28,63*,17,4,0,12,3,i,0.6
C=CCn1c(O)c(CN2CCN(Cc3ccccc3)CC2)c(C)c(C#N)c1=O,-7,-9,2,12,-5,1,-0.6,0,i,-0.1
COCCNC(=O)CCCn1c(=O)c2cc(OC)c(OC)cc2n(CC(=O)NCCC2=CCCCC2)c1=O,-5,4,4,-6,12,5,-0.9,-4,i,-0.3
CCC1CCC(C(=O)NNC(=O)OC)CC1 (stereo unspecified),-2,6,-2,0,9,-3,-0.4,-2,i,-0.6
O=C(NCCc1c[nH]c2ccccc12)C1Cc2ccccc2CN1C(=O)c1ccco1 (stereo unspecified),-1,-10,-1,-19,0,9,0.1,2,i,-0.2
CCC(C)(C)NC(=O)CN(C(=O)CNS(=O)(=O)c1ccc(C)cc1)c1ccc2c(c1)OCCO2,5,-6,23,-11,-2,-1,0.1,4,i,-0.9
COC(=O)C1(C)CCc2cc(OC)ccc2C1=O (stereo unspecified),-4,5,2,2,-5,-7,-1.5,4,i,0.0
CCc1ccc(-c2cc3c(=O)n(CC(=O)NCCCN4CCC(Cc5ccccc5)CC4)nc(C)n3n2)cc1,5,9,-73,-6,-9,7,1.0,2,i,-0.2
Cn1c(N2CCN(S(=O)(=O)c3ccc(Cl)cc3)CC2)nc2ccccc21,-4,-3,3,-5,4,2,0.6,-3,i,2.0
O=C(C[C@@H]1C/C=C\C[C@H](NC(=O)OCC2c3ccccc3-c3ccccc32)C(=O)OC[C@H]2CCCN2C1=O)N[C@@H](CO)Cc1ccccc1,-12,-23,-4,-26,-4,-3,1.2,2,i,0.5
O=C(NC(=O)c1ccccc1)Nc1ccc(-c2cnco2)cc1,-14,17,-5,-17,10,-7,1.4,2,i,-0.3
O=C(NCCC(c1ccccc1)c1ccccc1)c1cnccn1,-2,8,2,9,-10,0,-0.4,-1,i,-0.9
Cc1cc(=O)[nH]c(SCC(=O)Nc2nc(-c3ccccc3)c(-c3ccccc3)o2)n1,-8,0,5,-1,2,3,-1.5,0,.,-1.5
Cc1oc(-c2ccc(Cl)cc2)nc1CS(=O)CC(=O)NCc1cccs1 (stereo unspecified),-9,0,4,-9,-4,-2,0.1,2,i,0.5
O=C1OCC(c2ccccc2)=C1c1ccccc1,-4,1,1,-13,-15,5,-1.0,0,i,0.4

# Screens deposited in PubChem by several laboratories.
